mIDH1 inhibitor: qHTS for Inhibitors of mutant isocitrate dehydrogenase 1 (IDH1): qHTS. Isocitrate dehydrogenase [NADP] cytoplasmic (Homo sapiens), O75874. IDH1-R132H enzyme, NADPH consumption, diaphorase/resazurin fluorescence. Potency, µM (titrated, usually from 76.6 µM), without a hit: at the highest dose activity change, negative = inhibition, usual class: inhibitors. 390,000 compounds, 0.093% hits; also: potency is read from the fitted curve at half-maximal effect; % is scaled to controls: 0 for no effect and ±100 for the full control effect; nearly all actives have a fitted effect of over 65% in size
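IDH1-R132H (0.5 ug/mL dispensed) in pH 7.5 Tris buffer was preincubated 30 min with compound, then given a substrate mix of 0.016 mM NADPH and 2 mM alpha-KG for 80 min at room temperature; remaining NADPH was read by diaphorase/resazurin fluorescence.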
USP1 inh: Inhibitors of USP1/UAF1: Primary Screen | recombinant USP1/UAF1, Ub-Rhodamine cleavage fluorescence | Potency, µM (highest dose often 57.1 µM), inactives show at the highest dose activity change, negative = inhibition, usual class: inhibitors | AID 743255, 2014 | 390,000 compounds, 0.23% hits | Ubiquitin carboxyl-terminal hydrolase 1 (Homo sapiens), O94782; also: potency is read from the fitted curve at half-maximal effect; % is scaled to controls: 0 for no effect and ±100 for the full control effect; nearly all actives have a fitted effect of over 60% in size; inactives centre near -12
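USP1/UAF1 complex (1 nM) preincubated 15 min at room temperature with compound, then Ub-Rho substrate (150 nM final) added. Kinetic fluorescence at 480/540 nm over 6 reads at 60 s intervals; 50 mM HEPES pH 7.8, 0.5 mM EDTA, 0.1 mg/ml BSA, 1 mM TCEP, 0.01% Tween-20.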
LDHA inh: qHTS assay for inhibitors of human lactate dehydrogenase; L-lactate dehydrogenase A chain (Homo sapiens), P00338; 480,000 compounds, 0.15% hits; activity change, % (values are at about 110 or 230 µM); purified LDHA, NADH/diaphorase-resazurin fluorescence; stronger effect = lower value; in the data active = activity change below about -30%; inconclusive = mostly about -25% to -30%;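 also: plate controls were DMSO wells for no effect and wells without enzyme for full effect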
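Human LDH5 at 2 nM final in Tris HCl pH 7.4 with 0.06 mM NADH and 0.2 mM pyruvate, reacted 5 minutes at room temperature. Remaining NADH coupled via diaphorase/resazurin; resorufin fluorescence read at 0 and 20 minutes, normalized to enzyme-free and DMSO wells.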
TrxR1 substrate: qHTS Assay for Substrates of Mammalian Selenoprotein Thioredoxin Reductase 1 (TrxR1): qHTS; 390,000 compounds, 0.01% hits; purified TrxR1 substrate turnover, NADPH consumption readout; Thioredoxin reductase 1, cytoplasmic (Rattus norvegicus), O89049; AID 588456, 2011; Potency, µM (titrated, usually from 114 µM), for the others: top-dose activity change, negative = substrate turnover; also: potency is read from the fitted curve at half-maximal effect; % is scaled to controls: 0 for no effect and ±100 for the full control effect; nearly all actives have a fitted effect of over 50% in size
Target sequence (O89049 whole entry, looked up): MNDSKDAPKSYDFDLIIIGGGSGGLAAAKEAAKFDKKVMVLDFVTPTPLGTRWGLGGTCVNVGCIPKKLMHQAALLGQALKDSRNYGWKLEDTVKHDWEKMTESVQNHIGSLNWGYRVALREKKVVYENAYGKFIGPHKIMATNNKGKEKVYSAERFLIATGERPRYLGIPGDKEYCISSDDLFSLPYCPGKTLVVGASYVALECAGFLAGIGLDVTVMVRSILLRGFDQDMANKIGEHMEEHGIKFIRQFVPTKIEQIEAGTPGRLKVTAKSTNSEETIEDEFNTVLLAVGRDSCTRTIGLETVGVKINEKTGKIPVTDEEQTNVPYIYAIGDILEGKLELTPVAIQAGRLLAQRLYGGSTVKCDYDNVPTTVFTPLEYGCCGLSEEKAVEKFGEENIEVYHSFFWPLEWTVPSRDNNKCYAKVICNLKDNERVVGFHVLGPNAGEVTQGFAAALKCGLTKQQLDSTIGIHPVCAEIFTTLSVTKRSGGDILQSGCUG
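Rat TrxR1, dispensed at 90 nM, was prereduced with 400 uM NADPH (final) for 5 min at ~22 deg C, then incubated with compound 15 min before 400 uM selenite. A first-read NADPH fluorescence drop versus no-compound background flagged substrates.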
Vif-A3F inh: qHTS for Inhibitors of Vif-A3F Interactions: qHTS | HeLa A3F-eYFP + Vif (tagged APOBEC3F with the HIV-1 protein that degrades it), YFP fluorescence increase | Potency, µM (titrated, usually from 46.1 µM), without a hit: at the top dose activity, negative = active | 390,000 compounds, 0.2% hits; also: potency is read from the fitted curve at half-maximal effect; % of control where 0% means no effect; nearly all actives have a fitted effect of over 65% in size
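Fluorescence increase (Ex 488/Em 500-530) after overnight compound treatment at 37 deg C flags inhibition of Vif-driven A3F-eYFP loss in stable HeLa A3F-eYFP/Vif cells seeded overnight beforehand.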
Glioma ERSR ind: qHTS for Inducers of the Endoplasmic Reticulum Stress Response (ERSR) in Human Glioma: qHTS; U87-MG GRP78 promoter luciferase reporter, 16 h; Potency, µM, inactives show at the highest dose activation, actives largely listed as activators; 420,000 compounds, 0.02% hits; also: potency is read from the fitted curve at half-maximal effect; series mostly up to about 76 µM; % of control where 0% means no effect; nearly all actives have a fitted effect of over 35% in size
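Stably transfected U87-MG human glioma cells carrying a GRP78-based luminescent sensor were seeded at 1000 cells/well, pin-dosed with compounds and incubated 16 h. Luciferase reagent was then added, and end-point luminescence was read after 10 min at room temperature.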
RXFP1 agonist: qHTS Assay for Agonists of the Relaxin Receptor RXFP1; Relaxin receptor 1 (Homo sapiens), Q9HBX9; HEK293T-RXFP1 cAMP TR-FRET, 30 min; response scale: percent of porcine relaxin response, buffer zero; Potency, µM (top dose mostly 57.5 µM), without a hit: at the highest dose activation, hits mostly activators; 370,000 compounds, 0.3% hits; also: potency is read from the fitted curve at half-maximal effect; % is scaled to controls: 0 for no effect and ±100 for the full control effect; nearly all actives have a fitted effect of over 60% in size; many of its hits are not listed in these tables
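HEK293 cells stably expressing RXFP1, treated 30 min at 37C with compounds plus PDE4 inhibitor Ro 20174; cAMP measured by HTRF TR-FRET. Normalized to buffer and 29 nM porcine relaxin; EC50 by Hill fit.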
Vif-A3G inh: qHTS for Inhibitors of Vif-A3G Interactions: qHTS; DNA dC->dU-editing enzyme APOBEC-3G (Homo sapiens), Q9HC16; HeLa A3G-eYFP + Vif (tagged APOBEC3G with the HIV-1 protein that degrades it), YFP fluorescence, overnight; Potency, µM (titrated, usually from 46.1 µM), for inactives: at the highest dose activity, negative = active, usual class: inhibitors; 410,000 compounds, 0.076% hits;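 also: potency is read from the fitted curve at half-maximal effect; % is scaled to controls: 0 for no effect and ±100 for the full control effect; nearly all actives have a fitted effect of over 60% in size; hits raise eYFP signal because A3G escapes Vif-driven loss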
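Read-out is eYFP fluorescence (Ex 488/Em 500-530) from Vif-expressing HeLa A3G-eYFP cells; more signal means A3G escaped Vif-mediated degradation. Cells plated overnight, compound pinned in, incubated overnight at 37 deg C.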
PI4K2A block: qHTS for small molecular inhibitors of PI4K2A. Phosphatidylinositol 4-kinase type 2-alpha (Homo sapiens), Q9BTU6. purified PI4K2A, ADP-Glo luminescence, 1 h; stronger effect = lower value. activity change, negative = inhibition, % at 76.9 µM. 420,000 compounds, 0.13% hits. AID 1346378, 2018; in the data active = activity change below about -50%; inconclusive = mostly about -30% to -49%;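 also: -100% = wells without enzyme as full effect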
Target sequence (Q9BTU6 whole entry, looked up): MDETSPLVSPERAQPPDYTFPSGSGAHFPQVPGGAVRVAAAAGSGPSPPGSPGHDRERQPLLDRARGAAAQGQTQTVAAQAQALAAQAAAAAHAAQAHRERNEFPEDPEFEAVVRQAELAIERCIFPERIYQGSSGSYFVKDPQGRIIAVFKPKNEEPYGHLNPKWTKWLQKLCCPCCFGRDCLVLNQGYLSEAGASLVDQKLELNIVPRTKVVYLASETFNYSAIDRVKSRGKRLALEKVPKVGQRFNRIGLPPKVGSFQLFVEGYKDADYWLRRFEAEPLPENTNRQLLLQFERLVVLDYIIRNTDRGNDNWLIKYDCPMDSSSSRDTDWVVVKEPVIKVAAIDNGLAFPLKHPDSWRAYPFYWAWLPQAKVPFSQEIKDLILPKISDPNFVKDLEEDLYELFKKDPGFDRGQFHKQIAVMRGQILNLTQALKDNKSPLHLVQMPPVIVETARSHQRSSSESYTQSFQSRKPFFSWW
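ADP-Glo luminescence measured ADP generated by PI4K2A enzyme (4 ug/mL before mixing) with 1.2 mM PI substrate (pre-mix) and 300 microM ATP (pre-mix). Tris pH7.5 buffer with MgCl2, Triton X-100; 1 h reaction at ambient temperature.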
* hit, by the source's call; ? = inconclusive; . = not tested or not shown; [ ] = remark or other dose. Unless noted, calls follow the shape of the dose curve; as a rule, active = well fitted curve in the direction sought with a large enough effect; inconclusive = small, poorly fitted or top-dose-only effect, or another doubt; inactive = no such curve, though single readings can be large; an effect the other way counts as inactive or inconclusive.

Screens in order: RXFP1 agonist, TrxR1 substrate, Glioma ERSR ind, Vif-A3G inh, USP1 inh, LDHA inh, mIDH1 inhibitor, PI4K2A block, Vif-A3F inh
- S=c1[nH]nc(COc2ccccc2)n1/N=C/c1cccs1
    -0.2%, 10%[57.1 µM], 2%, 0%, -27%, -11, -4%, -5, 0%
- COc1ccc(C(CNC(=O)Cc2c(F)cccc2Cl)N2CCCCC2)cc1 (configuration not stated)
    -2.3%, 0%, -4%, -4%, -20%, -3, -11%, 2, -9%
- CCCC[C@@H]1CNC(=O)C(=O)N1CCCc1cc(OC)c(OC)c(OC)c1
    1.4%, -9%[57.1 µM], -3%, 0%, ?, 1, 0%, -6, 0%
- CCc1ccc(CNC(=O)c2ccc(CS(=O)(=O)Cc3cccc(C)c3)o2)cc1
    1.6%, 1%[57.1 µM], -5%, 2%, -13%, -1, -2%, -4, -1%
- CCN1C=C(C(C)=O)C(=O)CC1
    ., 0%, -4%, 2%, ?, 0, 5%, -2, 0%
- Cc1ccc(C)c(N2CCN(S(=O)(=O)c3ccc4[nH]c(=O)ccc4c3)CC2)c1
    0.3%, -7%[57.1 µM], 14%, -16%, -20%, 0, 8%, -5, 5%
- Cc1cc(Nc2ccc3c(c2)OCCO3)n2nc(C)nc2n1
    1.7%, -9%, -1%, -1%, -12%, -1, 3%, -1, -1%
- CN(C)C(CNC(=O)c1ccc(-c2ccccc2)cc1)c1ccccc1 (configuration not stated)
    -4.5%, 0%, 3%, 1%, -20%, -1, 0%, 2, -15%
- CC(C)N1C(=O)N(c2ccc(Cl)cc2)C(C)(O)CC1(C)C (configuration not stated)
    1.4%, 2%, -3%, 2%, -8%, -1, 1%, 10, 2%
- Nc1cc(=O)[nH]n1C1CCCC1
    -3.4%, 1%[57.1 µM], -1%, 2%, -3%, -5, -1%, -6, 3%
- CC1CCCN(c2ccc(C(=O)Nc3nnc(C4CC4)s3)cc2[N+](=O)[O-])C1 (configuration not stated)
    0.9%, -3%, -4%, 4%, -4%, -11, 8%, -5, 10%
- O=C(/C=C/c1ccc(S(=O)(=O)N2CCOCC2)cc1)NC(=S)Nc1ccc(N2CCOCC2)cc1
    0.4%, -7%, -4%, 0%, -4%, -4, -2%, 1, -8%
- COc1ccccc1[C@]1(C)ON(c2ccccc2C(F)(F)F)C1=O
    0.4%, 5%[57.1 µM], -5%, -19%, -13%, -10, -8%, 1, 3%
- c1ccc2c(CSc3nnc(-c4ccncc4)o3)cccc2c1
    0.5%, 3%, 0%, -1%, -19%, -15, 6%, 0, 3%
- CCOC(=O)C(C)(C)n1nnc(-c2ccc([N+](=O)[O-])cc2)n1
    -1.3%, 4%[57.1 µM], 5%, -2%, ?, -6, 1%, -3, -3%
- COc1ccc(N(C(=O)c2ccco2)C(C(=O)NC2CCCC2)c2ccncc2)cc1 (configuration not stated)
    -0.3%, 6%, 0%, 1%, ?, -2, 10%, 10, 10%
- O=C(N/C(=C\c1ccccc1Cl)C(=O)N1CCOCC1)c1ccc([N+](=O)[O-])cc1
    1.6%, -3%, 3%, 0%, -7%, -4, -9%, -3, -2%
- Cc1ccc2c(c1)c1c(n2CC(O)CN2CCCCC2C)CCCC1 (configuration not stated)
    -4.2%, 11%, 2%, 3%, -7%, 0, 0%, 3, -1%
- Nc1ccc(C#Cc2c(-c3ccsc3)oc3ccc(N4CCOCC4)cc23)cc1
    ., 75%[activator], 3%, -21%, ?, 0, -8%[38.3 µM], 4, 2%
- NS(=O)(=O)c1ccc2nc(NC(=O)c3ccncc3)sc2c1
    3.3%, -9%[57.1 µM], 1%, 1%, -20%, -12, 0%, 0, 9%

Compound profiles (already shown). Values in the order: RXFP1 agonist	TrxR1 substrate	Glioma ERSR ind	Vif-A3G inh	USP1 inh	LDHA inh	mIDH1 inhibitor	PI4K2A block	Vif-A3F inh
Record of `NS(=O)(=O)c1ccc2nc(NC(=O)c3ccncc3)sc2c1` → 3.3%	-9%[57.1 µM]	1%	1%	-20%	-12	0%	0	9%
Record of `S=c1[nH]nc(COc2ccccc2)n1/N=C/c1cccs1` → -0.2%	10%[57.1 µM]	2%	0%	-27%	-11	-4%	-5	0%
Record of `CC(C)N1C(=O)N(c2ccc(Cl)cc2)C(C)(O)CC1(C)C` (configuration not stated) → 1.4%	2%	-3%	2%	-8%	-1	1%	10	2%
Record of `COc1ccc(N(C(=O)c2ccco2)C(C(=O)NC2CCCC2)c2ccncc2)cc1` (configuration not stated) → -0.3%	6%	0%	1%	?	-2	10%	10	10%

Part of the list above, as labelled records.
SMILES: CCCC[C@@H]1CNC(=O)C(=O)N1CCCc1cc(OC)c(OC)c(OC)c1
  RXFP1 agonist: 1.4%	TrxR1 substrate: -9%[57.1 µM]	Glioma ERSR ind: -3%	Vif-A3G inh: 0%	USP1 inh: ?	LDHA inh: 1	mIDH1 inhibitor: 0%	PI4K2A block: -6	Vif-A3F inh: 0%

SMILES: CCc1ccc(CNC(=O)c2ccc(CS(=O)(=O)Cc3cccc(C)c3)o2)cc1
  RXFP1 agonist: 1.6%	TrxR1 substrate: 1%[57.1 µM]	Glioma ERSR ind: -5%	Vif-A3G inh: 2%	USP1 inh: -13%	LDHA inh: -1	mIDH1 inhibitor: -2%	PI4K2A block: -4	Vif-A3F inh: -1%

The listing continues:
Screens in order: RXFP1 agonist, TrxR1 substrate, Glioma ERSR ind, Vif-A3G inh, USP1 inh, LDHA inh, mIDH1 inhibitor, PI4K2A block, Vif-A3F inh
- CCc1ccc(-c2c(C)sc(NC(=O)C3CCC3)c2C#N)cc1
    18%, -9%, -2%, 2%, -14%, -3, 5%, 4, 8%
- Cc1cc(C(=O)Nc2c(F)cc(F)cc2Br)n(-c2ccccc2)n1
    -2.6%, -3%, -4%, -18%, -19%, -6, 12%, -2, -4%
- O=C(CSc1nc2cc(Cl)ccc2s1)NCC1CCCO1 (configuration not stated)
    ., -5%, 2%, -3%, 3%, -5, 4%, 1, 0%
- O=C(c1ccc(N2CCNCC2)cc1)c1cccnc1
    0.7%, 2%[57.1 µM], -2%, 2%, 4%, -6, 0%, 7, -3%
- O=C(NCc1ccccn1)c1ccc(OC2CCN(Cc3cccs3)CC2)cc1
    0.1%, 3%, -1%, -2%, -14%, -3, -2%, -1, 1%
- COc1ccccc1CNC(=O)CNC(=O)c1sc2ccccc2c1Cl
    12%, -3%, 6%, 1%, -18%, -2, 4%, 2, 3%
- COc1ccc(Cn2c(CO)cnc2SCc2ccccc2C)cc1
    -0.2%, 3%[57.1 µM], 4%, 1%, 11%, -7, 3%, -1, -5%
- COc1cc([N+](=O)[O-])cc([N+](=O)[O-])c1NC(=O)N1CCOCC1
    2.9%, -2%[57.1 µM], 0%, -9%, -9%, 30, 15%, -5, 3%
- Cc1cnc(C(=O)OC(C)C(=O)NC2CCCc3ccccc32)cn1 (configuration not stated)
    0.4%, 1%[57.1 µM], 2%, 2%, -12%, -10, -8%, -1, 1%
- Cc1ccc(S(=O)(=O)n2nc(OC(=O)c3cccs3)cc2N)cc1
    -1.1%, 10%[57.1 µM], 1%, 0%, -9%, -12, 8%, 31, 0%
- O=C(O)C1CCCN1S(=O)(=O)c1ccc(Br)s1 (configuration not stated) (tested in a mixture with another compound)
    1.1%, -3%, -7%, 4%, -2%, -4, 1%, 4, -3%
- Cc1nc(COc2cccc(Cl)c2)sc1C(=O)/C=C/N(C)C
    -8.3%, 5%[57.1 µM], 0%, -3%, -8%, -5, -3%, -2, -1%
- CCOC(=O)c1cc(C(=O)c2cc(F)ccc2O)coc1=N
    -0.4%, -8%, 4%, -8%, -9%, 3, 3%, 6, 2%
- CCC1C(=O)N=C(SCC(=O)Nc2nc3ccccc3s2)NC1=O (configuration not stated)
    -3.5%, 1%[57.1 µM], -2%, 4%, -13%, -14, -11%, 0, 2%
- COc1ccc(N(CC(=O)NCc2cccs2)S(=O)(=O)c2ccc(C(C)=O)cc2)cc1
    ., ., -2%, 1%, 0%, -4, 5%, 4, 4%
- Cc1ccccc1OCC(=O)Nc1nnc(-c2ccncc2)s1
    7.2%, 20%, -10%, -12%, -5%, -3, 4%, -4, 10%
- COCCN(C(=O)CCC(=O)Nc1cc(C)on1)C(C(=O)NC(C)(C)C)c1ccccc1Cl (configuration not stated)
    0.2%, 1%, -1%, 1%, -7%, 0, 4%, 0, 4%

The list is partial (hit frequency here may not be typical).
